E coli Lon inh = E. coli protease La inhibition | P0A9M0 | purified E. coli Lon protease, fluorescence polarization | inhibition, % at 7.94 µM | actives 0.42% (n = 360,000) | AID 602123; in the data active = inhibition above about 13%, passing the limit was not always enough;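 note: 0% = enzyme with probe and DMSO and 100% = no enzyme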
bovine MsrA act = activators of bovine methionine sulfoxide reductase A; actives 0.3% (n = 360,000); activation, % at 10.6 µM; purified bovine MsrA, absorbance read-out; in the data active = activation above about 7.5%;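 note: 0% = vehicle and 100% = reference activator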
Rin1 Abl inh = human Rin1-Abl interaction inhibition; TR-FRET Rin1/Abl binding, biochemical; inhibition, % at 7.35 µM; actives 0.4% (n = 360,000); AID 588664; in the data active = inhibition above about 5%, passing the limit was not always enough
FAS TE block = FAS thioesterase (human) inhibition. AID 602261. P49327. recombinant FAS-TE, OMFH fluorogenic substrate, fluorescence endpoint. inhibition, % at 15 µM. actives 0.67% (n = 360,000);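 active = compounds whose normalised, plate-corrected inhibition of enzyme fluorescence in the single-dose primary screen is 50% or more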;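 note: 0% = DMSO with enzyme and 100% = substrate without enzyme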
CSN deneddyl inh = CSN deneddylation inhibition; Q92905; Purified CSN, SCF-Nedd8-OG deneddylation, fluorescence polarization; inhibition, % at 12.5 µM; actives 0.38% (n = 360,000); AID 651999;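 active = pattern-corrected inhibition above about 35%, with an unprinted fluorescence ratio check between 0.5 and 1.5, limit read from the data, passing the limit was not always enough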;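 note: 0% = enzyme with substrate and 100% = substrate without enzyme; some results filed as inactive read as strong as hits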
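Schedule: reaction 90 min, room temperature / Assay system: HEK293T-derived human Csn5 enzyme / Input: Csn5 at 0.24 nM final / Measure: inhibition of Csn5 cleavage, % / Control set: substrate-only high control, full reaction low control / Technique: fluorescence polarization of the substrate / Buffer or medium: Tris/NaCl/DTT buffer, pH 7.5 / Reagent: SCFSkp2-Nedd8OG substrate at 10 nM final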
MLLE-PAM2 inh = blocks PAM2 peptide binding to the PABP1 MLLE domain. inhibition, % at 20 µM. actives 0.36% (n = 360,000). GST-MLLE / FITC-PAM2 fluorescence polarization. P11940; in the data active = inhibition above about 35%, passing the limit was not always enough;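 note: plate controls were DMSO wells with GST-MLLE for no effect and wells lacking GST-MLLE protein for full effect; some results filed as inactive read as strong as hits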
Target sequence (P11940 whole entry, looked up, the tested form may be a part): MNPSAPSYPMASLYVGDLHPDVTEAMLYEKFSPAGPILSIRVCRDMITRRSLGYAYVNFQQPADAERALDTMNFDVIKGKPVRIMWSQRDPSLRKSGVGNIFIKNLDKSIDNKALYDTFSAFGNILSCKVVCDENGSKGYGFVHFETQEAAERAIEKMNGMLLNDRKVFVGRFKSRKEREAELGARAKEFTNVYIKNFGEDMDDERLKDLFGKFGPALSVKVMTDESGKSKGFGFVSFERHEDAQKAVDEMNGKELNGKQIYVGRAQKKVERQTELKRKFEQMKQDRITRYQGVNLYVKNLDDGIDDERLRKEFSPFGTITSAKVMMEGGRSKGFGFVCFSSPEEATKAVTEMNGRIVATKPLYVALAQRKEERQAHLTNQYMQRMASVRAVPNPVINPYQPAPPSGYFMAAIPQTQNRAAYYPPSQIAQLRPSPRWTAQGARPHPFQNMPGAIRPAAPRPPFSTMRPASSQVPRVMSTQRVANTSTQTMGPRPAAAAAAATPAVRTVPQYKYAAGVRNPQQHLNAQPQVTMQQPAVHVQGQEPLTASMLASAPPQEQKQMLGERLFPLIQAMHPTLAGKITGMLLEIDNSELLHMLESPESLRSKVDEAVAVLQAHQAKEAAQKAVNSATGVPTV
MT1-MMP act inh = MT1-MMP (human) activation inhibition. P50281. HT1080 RFP-PRO-GFP cells, GFP/RFP ratio fluorescence, overnight; percent of plate control window, DMSO zero. GFP/RFP ratio change, % at 20 µM. actives 0.061% (n = 360,000);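 active = GFP/RFP ratio change of at least 30% with cell ATP level not reduced by more than half and red fluorescence within 50% of control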; note: strong numbers were not always called active
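Assay system – RFP-PRO-GFP reporter HT1080 cells · Compound dosing – single dose of 20 µM compound, 1% DMSO final · Incubation – overnight compound exposure at 37 °C · Measure – GFP/RFP fluorescence ratio · Benchmarks – DMSO wells and RFP-L50D-GFP cells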
MsrA inhibitor = inhibits bovine methionine sulfoxide reductase A; purified bovine MsrA, absorbance read-out; inhibition, % at 15.5 µM; actives 0.75% (n = 360,000); AID 651718; in the data active = inhibition above about 4.5%;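 note: 0% = vehicle wells with enzyme and 100% = reference inhibitor wells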
Rpn11 inh = blocks the human proteasome subunit Rpn11. calls only at 20 µM. AID 588493. O00487. actives 0.59% (n = 360,000). human 26S proteasome, Ub4-pepOG fluorescence polarization; 20S core pre-blocked with epoxomicin;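 active = inhibition at 20 µM, scaled to each plate's controls, above about 33%, limit read from the data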
Target sequence (O00487 whole entry, looked up): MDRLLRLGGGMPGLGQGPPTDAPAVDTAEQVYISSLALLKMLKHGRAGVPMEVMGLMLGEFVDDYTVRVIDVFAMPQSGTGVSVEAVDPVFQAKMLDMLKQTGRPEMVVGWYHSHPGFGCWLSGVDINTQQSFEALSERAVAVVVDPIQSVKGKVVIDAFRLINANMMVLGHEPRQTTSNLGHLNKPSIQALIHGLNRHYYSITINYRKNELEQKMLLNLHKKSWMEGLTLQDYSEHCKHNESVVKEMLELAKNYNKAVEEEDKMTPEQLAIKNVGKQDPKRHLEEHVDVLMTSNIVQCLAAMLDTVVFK
Active calls of the source: *; i = inactive; · = no result given; + = active, no number.

SMILES	E coli Lon inh	bovine MsrA act	Rin1 Abl inh	FAS TE block	CSN deneddyl inh	MLLE-PAM2 inh	MT1-MMP act inh	MsrA inhibitor	Rpn11 inh
Cc1ccc(C)c(NC(=O)CSc2c(C)n[nH]c2C)c1	-3	-2	-1	-3	-2	26	0	-0.5	i
CC(=O)Nc1cc(-c2ccncc2)cn2c(-c3ccccc3)cnc12	-12	-6	-8	-2	-1	5	0	-0.5	i
O=C(CCc1ccccc1)NNC(=O)c1ccncc1	1	-2	2	-4	-4	-6	-2	-0.4	i
CN(C)c1ccc(/C=C(\C#N)C(=O)OCC(=O)N(C)C2CCS(=O)(=O)C2)cc1 (configuration not stated)	-214	1	-17	-4	22	-109	-6	0.1	+
COCc1nnc(NC(=O)CCc2ccccc2)s1	-1	-6	1	-4	3	5	1	0.0	i
COc1cc(C2c3c(n[nH]c3C)C(=O)N2c2ccc(C)cc2)ccc1O (configuration not stated)	-1	0	-5	-8	-3	0	-24	-1.0	i
CC(=O)c1ccc(NC(=O)C(C)OC(=O)COc2ccc(C#N)cc2)cc1 (configuration not stated)	-4	-5	0	-2	-5	5	0	-0.8	i
C=CCn1c(COC)nnc1SCC(=O)c1ccc(F)cc1	2	-5	3	-2	-8	20	4	0.3	i
O=C(COC(=O)c1ccc(S(=O)(=O)N2CCc3ccccc3C2)cc1)NC1CCS(=O)(=O)C1 (configuration not stated)	-6	-4	2	-11	1	-33	3	1.1	+
COc1cc(C2c3sc(=O)[nH]c3SC3C4CCC(C4)C23)ccc1O (configuration not stated)	4	-2	-1	9	12	21	-7	0.8	i
Cc1[nH]n(C(N)=S)c(=O)c1N=Nc1cccc(Cl)c1	-3	-1	3	-6	3	36	6	2.2	i
COc1ccc(C2C(C(=O)NCCCN3CCOCC3)c3ccccc3C(=O)N2c2ccc(OC)cc2)cc1 (configuration not stated)	-5	-12	2	0	-3	12	1	1.2	i
CCOC(=O)c1ccccc1NC(=O)c1ccc(F)cc1	8	0	2	2	3	-10	0	-0.8	i
O=C(CCN1C(=O)C2CCCCC2C1=O)N1CCN(S(=O)(=O)c2c(F)cccc2F)CC1 (configuration not stated)	-3	-2	2	-4	4	-13	2	-0.5	i
CCc1cc2c(CN3CCN(CCO)CC3)cc(=O)oc2cc1O	-5	1	0	-7	-2	5	-3	2.2	i
CCCCCCn1c(N2CCC(C(N)=O)CC2)nc2c1c(=O)n(C)c(=O)n2C	-4	-5	6	-2	-7	-12	0	-1.6	i
Cc1cc(C)nc(N/N=C/c2sccc2C)n1	5	-7	-1	-4	-7	-16	1	5.3*	i
COCCn1c(SCC(=O)Nc2cc(C(C)(C)C)nn2-c2ccccc2)nc2ccccc2c1=O	-1	-5	1	-8	-3	7	1	0.6	i
CCOC(=O)N1CCN(C(=O)COc2ccc(Br)cc2Cl)CC1	6	-3	-3	5	-5	-9	-2	0.3	i
COc1ccc(/C=N/NC(=O)CN(CCc2ccccc2)S(=O)(=O)c2ccc(NC(C)=O)cc2)cc1OC	6	-4	3	6	8	13	1	-0.5	i
O=C(NNC(=O)c1cncc(Br)c1)c1ccncc1	-9	-1	-1	-7	-2	-4	-8	0.1	i
CC(C)(Cc1ccc(O)cc1)NC(=O)CC(=O)N=Nc1c(O)[nH]c2ccc(Br)cc12	-2	-3	-3	-1	-3	-4	-3	2.5	i
CN1CCC(N2CCN(C3CN(C4CCCC4)S(=O)(=O)C3)CC2)CC1 (configuration not stated)	-5	-3	7	-8	144*	-2	3	-0.1	i
Cc1cc(C(=O)NCC2COc3ccccc3O2)c2ccccc2n1 (configuration not stated)	-3	4	-2	-1	2	-15	2	0.3	i
COc1cc(C(=O)N2CCNCC2)cc(OC)c1OC	5	0	-3	-2	1	-1	0	-0.5	i
COc1cc2[nH]c(=O)n(CCC(=O)NC3CCN(Cc4ccccc4)CC3)c(=O)c2cc1OC	14	0	-1	-7	0	0	6	-0.4	i
N#Cc1ccccc1S(=O)(=O)N1CCN(CC(=O)Nc2ccccc2C(=O)NC2CC2)CC1	3	1	1	-1	-3	1	1	0.5	i
CCCNS(=O)(=O)c1ccc(CCC(=O)N2CCOCC2)cc1	0	-2	-2	-6	-3	17	-4	0.7	i
Cc1ccc(SCC(=O)c2cc(C)c(OC(=S)N(C)C)c(C)c2)cc1	8	2	-2	16	1	17	-2	-0.4	i
S=C(NCCCN1CCOCC1)Nc1ccc(Cl)cc1	-4	-3	-2	-10	-7	4	0	-0.4	i
CCOCCCNC(=S)N(Cc1ccco1)Cc1cc2cc3c(cc2[nH]c1=O)OCCO3	0	-2	0	1	-3	-99	-4	2.0	i
COc1ccc(CN=C(C)c2c(C(F)(F)F)[nH]n(-c3nc4ccccc4s3)c2=O)cc1	1	-7	-1	18	0	-4	-3	2.3	i
N#Cc1ccc(C(=O)OCCc2cc3ccccc3c(=O)o2)cc1	-5	-2	3	14	-1	3	3	0.5	i
C#CCOCCOCCOCCNc1nc(N2CCN(C(=O)CCCCCCCCCCNC(=O)Cn3cc(C[C@@H](C)O)nn3)CC2)nc(N2CCN(C(=O)CCCCCCCCCCNC(=O)[C@@H]([C@H](C)O)n3cc(C)nn3)CC2)n1	10	1	5	-5	-7	-5	-3	·	i
CCOC(=O)c1ccc(CNC(=O)CSc2nnnn2-c2ccc(Cl)cc2)o1	6	-3	0	0	2	-15	7	1.9	i
COc1ccc(C(=O)Nc2ccc(S(=O)(=O)Nc3cc(C)nc(C)n3)cc2)cc1	-1	1	-2	-3	2	10	-3	1.4	i
Cc1ccc(S(=O)(=O)N2C[C@H]3C(=O)C[C@@H](c4cccc(Cl)c4)N(S(=O)(=O)c4ccc(C)cc4)[C@H]3C[C@H]2c2ccc(Cl)cc2)cc1	7	-1	0	16	6	10	-2	0.0	i
CCOC(=O)c1c(NC(=O)c2cccs2)sc2c1CCC2	4	-1	1	-3	7	19	-1	-0.4	i
CC1(C)C2CCC(C2)C1C/C=N/NC(N)=S (configuration not stated)	-2	-3	-2	2	-2	-8	3	0.9	i
O=C(C1CCN(S(=O)(=O)N2CCC3(CC2)OCCO3)CC1)N1CCC(Cc2ccccc2)CC1	-9	-4	1	14	-3	2	2	1.3	i
C=C(C)COc1ccc2c3c(c(=O)oc2c1OCC(=C)C)CCC3	18	-9	1	19	-1	11	-5	-0.4	i
COc1ccc(-c2noc(CCC(=O)NCCc3ccccc3)n2)cc1OC	-3	-1	-1	2	-1	-10	2	-0.2	i
COc1ccc(OCCC(=O)c2ccc(OC)cc2)cc1	4	-9	-1	1	-1	-4	-1	-1.1	i
O=C(O)c1cccc(S(=O)(=O)N(Cc2ccccc2)c2ccccc2)c1	-8	0	4	0	1	-3	-1	0.2	i
CC(C(=O)NC(C)(C)C)N(C(=O)CS(=O)CC(=O)Nc1ccc(F)cc1)C1CCCC1 (configuration not stated)	-6	1	1	-2	3	5	1	-0.2	i
CCOC(=O)N/N=C(\C)c1ccc(C)c([N+](=O)[O-])c1	-4	-4	-2	-6	-1	-3	5	-0.5	i
Cc1nc2sc(C(c3ccco3)N3CC(C)OC(C)C3)c(O)n2n1 (configuration not stated)	3	-4	-3	-9	3	23	0	2.3	i
CC(C)/C=C1\CCc2c([nH]c3ccccc23)C1=O	-2	-2	-2	6	2	-3	-1	-0.3	i
O=C1C2C3C=CC(C3)C2C(=O)N1CCN1CCN(Cc2ccc([N+](=O)[O-])cc2)CC1 (configuration not stated)	-9	-3	4	-4	2	-4	-1	-0.8	i
CCn1c(=O)n(CC)c2cc([N+](=O)[O-])ccc21	-5	-3	-1	-5	0	-9	4	2.4	i
CC(C)(C)N(Cc1cc2ccccc2[nH]c1=O)C(=O)c1ccco1	-4	-5	2	-2	3	4	-3	0.4	i
CCc1nc2c(OCC(=O)c3ccc(Cl)cc3Cl)cccn2c1N(C)C(=O)c1cccs1	0	-5	-4	0	2	-3	-8	-0.7	i
O=C(COC(=O)c1cnccn1)c1ccc(Cl)cc1	-4	-4	-1	-2	5	-3	4	1.0	i
COCCCNC(=O)c1ccc(CS(=O)(=O)c2ccccc2C)o1	4	-2	4	-6	-5	3	-4	-0.8	i
O=CN1CCc2scc[n+]2-c2ccccc21	-2	0	0	-6	-1	39	-3	-1.2	i
C/C(=N\NC(=O)c1ccccc1)c1c(C)[nH]n(-c2ccccc2)c1=O	3	-2	-1	3	-2	9	1	2.0	i
Cc1nc2ccccc2n1S(=O)(=O)c1cc(C(=O)O)ccc1Cl	-4	-4	8.3*	-6	3	-9	0	0.4	i
CC(=O)Nc1ccc(S(=O)(=O)NCC(=O)NCCCc2ccccc2)cc1	2	-5	5	-6	-1	24	-1	-0.8	i
CCC(=O)OC1(C)C(=O)C=C2C=C(c3ccsc3)OC=C2C1=O (configuration not stated)	-23	-7	7	-2	26	-28	5	·	i
O=C1N(CN2CCN(c3cccc(Cl)c3)CC2)c2ccccc2C12OCCCO2	-4	1	0	-4	-2	-10	-4	-1.0	i

Continued.
SMILES	E coli Lon inh	bovine MsrA act	Rin1 Abl inh	FAS TE block	CSN deneddyl inh	MLLE-PAM2 inh	MT1-MMP act inh	MsrA inhibitor	Rpn11 inh
CCCS(=O)(=O)N1CCCC(C(=O)N2CCOCC2)C1 (configuration not stated)	-1	2	-1	-6	-6	12	-2	0.5	i
COCCC(=O)N1CCC(Oc2ccc(C(=O)N3C[C@H]4CC[C@H]3C4)cc2)CC1	-2	-4	4	-3	-4	-1	1	-0.1	i
COc1ccc(-c2cc(C(=O)N3CCCCC3)c3ccccc3n2)cc1OC	-3	-13	1	1	1	0	0	2.0	i
O=C(NCC1CCCO1)C1CCCN1C(=O)NC1CCCCC1 (configuration not stated)	-5	-5	2	-4	7	3	-1	0.3	i
O=C(CC(NC(=O)c1ccccc1Cl)c1ccccc1)Nc1ccc2c(c1)OCO2 (configuration not stated)	2	3	2	-2	2	-7	-1	-0.1	i
CCC(C)[C@H](NC(=O)N1CCC(C)CC1)C(=O)O (some centres not stated)	-9	-2	-2	-2	-1	-9	2	-0.9	i
O=C(NCC1CCCO1)c1nn2cccnc2c1Cl (configuration not stated)	4	-10	-4	-5	1	-12	0	0.3	i
Cc1cc(C)cc(N(CC(=O)Nc2ccc(Br)cc2)S(=O)(=O)c2c(C)[nH]c(=O)[nH]c2=O)c1	-10	-5	3	11	-1	18	9	-0.3	i
CCCCNc1nc(=S)[nH]c2cc(OC)c(OC)cc12	-5	2	-7	3	-1	-46	3	0.1	i

Structures listed so far that contain bromine:
SMILES	E coli Lon inh	bovine MsrA act	Rin1 Abl inh	FAS TE block	CSN deneddyl inh	MLLE-PAM2 inh	MT1-MMP act inh	MsrA inhibitor	Rpn11 inh
CCOC(=O)N1CCN(C(=O)COc2ccc(Br)cc2Cl)CC1	6	-3	-3	5	-5	-9	-2	0.3	i
O=C(NNC(=O)c1cncc(Br)c1)c1ccncc1	-9	-1	-1	-7	-2	-4	-8	0.1	i
CC(C)(Cc1ccc(O)cc1)NC(=O)CC(=O)N=Nc1c(O)[nH]c2ccc(Br)cc12	-2	-3	-3	-1	-3	-4	-3	2.5	i
Cc1cc(C)cc(N(CC(=O)Nc2ccc(Br)cc2)S(=O)(=O)c2c(C)[nH]c(=O)[nH]c2=O)c1	-10	-5	3	11	-1	18	9	-0.3	i

Screening data: PubChem, several laboratories
